GPR55 antagonists = GPR55 antagonists blocking LPI-driven arrestin recruitment, primary screen, imaging, U2OS, beta-arrestin-GFP, LPI agonist (AID 2013). hit rate 0.13% among 290,000. one-dose inhibition, % at 10 µM; IC50 in µM for titrated hits. G-protein coupled receptor 55 (Homo sapiens). U2OS GPR55 beta-arrestin-GFP translocation imaging, LPI antagonism; higher % means a stronger effect;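 active = spots per cell inhibited over 60%, with over 100 cells counted and total cytoplasm intensity under 500,000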;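 also: U2OS cells stably carrying GPR55 and arrestin-GFP stimulated by 5 µM LPI near EC80; imaged beta-arrestin-GFP aggregate spots per cell after agonist stimulation; plate controls were LPI-stimulated DMSO wells for no effect and DMSO wells without LPI for full effect; some results filed as inactive read as strong as hits; confirmed hits need IC50 under 10 µM and bright autofluorescent wells are also inconclusive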
KOR beta-arrestin-1 = KOR agonists, beta-arrestin recruitment, primary screen, cell-based, luminescence, uHTS (AID 1777). Kappa-type opioid receptor (Homo sapiens). hit rate 0.02% among 280,000. KOR beta-arrestin recruitment, luminescence; higher % means a stronger effect. one-dose activation, % at 10 µM; EC50 in µM for titrated hits; in the data active = activation above about 50%, passing the limit was not always enough; also: a part of the inactive calls stands beside numbers as strong as those of hits
NOD1 inhibition = NOD1 signaling inhibitors, primary screen, cell-based, luminescence, uHTS (AID 1578). NOD1-driven NF-kB luciferase reporter cells, luminescence; higher % means a stronger effect. inhibition, % at 4 µM; hits with a dose series show EC50 in µM. hit rate 1% among 290,000; in the data active = inhibition mostly above about 36%, no sharp cut-off; inactive = mostly below about 34%;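 also: HEK-293T reporter cells stimulated with the NOD1 agonist gamma-tri-DAP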
KOR beta-arrestin-2 = KOR antagonists, beta-arrestin recruitment, cell-based, luminescence, uHTS (AID 1778); KOR beta-arrestin recruitment, luminescence, antagonist mode; higher % means a stronger effect; one-dose inhibition, % at 10 µM; IC50 in µM for titrated hits; hit rate 0.091% among 290,000; in the data active = inhibition above about 50%; also: strong numbers were not always called active
K1F lysis inhibition = inhibition of K1F phage lysis, E. coli UTI89, bacterial capsule biogenesis inhibitors, alamar blue (AID 488966); E. coli UTI89 K1F phage lysis, alamar blue, 2 h; higher % means a stronger effect; inhibition, % at 100 µM, or IC50 in µM where a hit was titrated; hit rate 0.02% among 340,000;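 active = phage lysis inhibition, versus mean bacterial control, above a set limit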;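 also: capsule biogenesis inhibitors block K1F phage lysis so surviving cells raise fluorescence; higher fluorescence means more inhibition of phage lysis; actives were called in the ten point dose series up to 300 µM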
MgcRacGAP inhibition = MgcRacGAP GTPase-activating activity inhibitors, confirmation, biochemical, ADP Hunter fluorescence; MgcRacGAP-stimulated Rac1 GTP hydrolysis, ADP Hunter fluorescence; higher % means a stronger effect; GST-tagged Rac1 F28L mutant substrate; hit rate 0.6% among 340,000; Rac GTPase-activating protein 1 (Homo sapiens); inhibition, % at 30 µM; hits with a dose series show IC50 in µM;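 active = first-screen hits whose inhibition reached a set limit at any dose in the follow-up dose series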;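 also: fluorescence reports GDP produced by GAP-driven GTP hydrolysis; strong numbers were not always called active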
GPR35 antagonists = GPR35 antagonists blocking zaprinast-driven arrestin recruitment, primary screen, imaging, U2OS, beta-arrestin-GFP, zaprinast agonist (AID 2058) | G-protein coupled receptor 35 (Homo sapiens) | U2OS GPR35 beta-arrestin-GFP translocation imaging, zaprinast antagonism; higher % means a stronger effect | one-dose inhibition, % at 10 µM; IC50 in µM for titrated hits | hit rate 0.052% among 290,000;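 active = inhibition of at least 50% with at least 30 cells and total cytoplasm GFP at most 10,000,000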
NTR1 agonist = agonists of NTR1, primary screen, imaging, U2OS cells, beta-arrestin-GFP, high content (AID 493036). Neurotensin receptor type 1 (Homo sapiens), P30989. NTR1-U2OS beta-arrestin-GFP spot imaging, agonist mode. activation, % at 20 µM. hit rate 0.17% among 330,000;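 active = activation at or above 40% of the spot to cytoplasm intensity ratio, with at least 20 cells analyzed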;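 also: 0% = DMSO without peptide and 100% = 100 nM NTR1 peptide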
Target sequence (P30989 whole entry, looked up): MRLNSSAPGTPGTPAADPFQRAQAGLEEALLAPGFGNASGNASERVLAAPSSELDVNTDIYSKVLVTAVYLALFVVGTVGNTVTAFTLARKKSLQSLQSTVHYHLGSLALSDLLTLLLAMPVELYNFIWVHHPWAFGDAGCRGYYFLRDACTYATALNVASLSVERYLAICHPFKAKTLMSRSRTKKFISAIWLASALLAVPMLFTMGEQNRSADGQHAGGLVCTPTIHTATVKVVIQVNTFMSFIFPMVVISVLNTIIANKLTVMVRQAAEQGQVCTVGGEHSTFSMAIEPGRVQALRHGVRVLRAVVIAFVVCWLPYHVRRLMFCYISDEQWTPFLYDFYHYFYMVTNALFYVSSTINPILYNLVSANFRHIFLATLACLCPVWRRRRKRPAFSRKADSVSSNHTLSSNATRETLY
GPR55 beta-arrestin = GPR55 agonists via beta-arrestin recruitment, primary screen, imaging, U2OS cells, beta-arrestin-GFP redistribution (AID 1961); U2OS GPR55 beta-arrestin-GFP redistribution imaging; higher % means a stronger effect; activation, % at 10 µM; hits with a dose series show EC50 in µM; hit rate 0.048% among 290,000;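 active = activation above 40% with more than 50 cells counted in the well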;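 also: U2OS osteosarcoma cells stably expressing GPR55 and beta-arrestin-GFP; plate controls were DMSO negative control for no effect and LPI positive control for full effect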
NTR1 agonist cell count 20 µM = also measured in NTR1 agonist; calls as there; cell count; measured here: cell count, cytotoxicity flag
Numbers without * were called inactive; / = no result given; [ ] = remark or other dose. Some of the compounds tested. The share of hits here may be higher or lower than overall.

nr	SMILES	GPR55 antagonists	KOR beta-arrestin-1	NOD1 inhibition	KOR beta-arrestin-2	K1F lysis inhibition	MgcRacGAP inhibition	GPR35 antagonists	NTR1 agonist	NTR1 agonist cell count 20 µM	GPR55 beta-arrestin
1	COC(=O)C1CC(O)CN1S(=O)(=O)c1cccs1 (stereo not drawn)	-10%	1.3%	-10%	-7%[20 µM]	0.2%	10%	-15%	-1.7	87	-0.1%
2	COC(=O)c1ccccc1NC1c2ccccc2C(=O)N1c1cccnc1 (stereo not drawn)	-2%	-6.7%	1%	-6%	5.8%	10%	-14%	-2.2	55	-0.3%
3	CC1(C)Cc2c(C#N)c(N3CCOCC3)nc(-c3ccccc3)c2CO1	4%	2.6%	-4%	-9%	-0.1%	7%	-6%	2.0	52	0.3%
4	CCN(CC(=O)Nc1c(F)cccc1F)C(=O)c1ccc(Cl)c(S(=O)(=O)N2CCCCC2)c1	13%	6.9%	-22%	3%	-0.1%	3%	-2%	0.0	49	0.3%
5	O=C(CCCCn1c(=O)c2ccccc2n(Cc2ccc(Cl)cc2)c1=O)NCc1ccco1	10%	-0.7%	-45%	9%	0.3%	11%	-19%	8.0	58	-0.2%
6	COCCNC(=O)C(c1ccc(C)o1)N(C(=O)c1snc(C(N)=O)c1N)c1cccc(C)c1 (stereo not drawn)	10%	0.5%	11%	9%	0.1%	13%	-3%	2.0	50	-0.1%
7	COc1cc(NS(=O)(=O)c2ccc(NC(=S)NC(=O)C3CCCC3)cc2)nc(OC)n1	-9%	-0.2%	2%	11%	-0.2%	14%	-9%	-0.4	99	-0.1%
8	CCc1cc(=O)oc2cc(C)cc(OCC(=O)NCc3cccnc3)c12	-3%	-4.6%	-25%	36%	-0.4%	10%	4%	1.9	70	0.2%
9	CNC(=S)Nc1ccc(Nc2ccccc2)cc1	7%	-1.0%	0%	15%	0.3%	65µM*	8%	0.9	60	0.2%
10	O=C(Nc1sc2c(c1C(=O)O)CCCCC2)c1ccccc1	10%	7.1%	43%	-14%	-0.4%	13%	5%	0.3	43	-0.1%
11	CCn1c(/C=C/c2cccc([N+](=O)[O-])c2)nc2ccccc2c1=O	/	-2.7%	47%	44%	0.3%	6%	0%	-1.2	95	-0.1%
12	CCOc1ccc(-c2nnc3ccc(SCc4ccc(C(=O)OC)o4)nn23)cc1	2%	3.5%	2%	-39%	7.2%	6%	-18%	12	65	-0.1%
13	O=C(Nc1ccc(-c2ccco2)cc1)C1CCCN(Cc2ccc(CO)o2)C1 (stereo not drawn)	4%	6.8%	-22%	-6%	0.0%	7%	-8%	-0.6	41	0.3%
14	COc1cccc(CNCc2ccc(OC)c3ccccc23)c1OC	10%	-1.8%	-8%	-31%	0.0%	/	5%	1.1	39	0.0%
15	Cc1ccccc1/C=C/c1cccc[n+]1C	-2%	-2.8%	-4%	-23%[20 µM]	0.9%	7%	-10%	-1.3	53	-0.1%
16	O=C(Cn1ccccc1=O)c1ccc(Cl)cc1	3%	-5.7%	-18%	-26%[20 µM]	-0.5%	4%	2%	1.5	19	0.3%
17	Cc1cc(C)nc(NC(=S)Nc2ccc(F)cc2F)c1	0%	-5.2%	-50%	-12%	-0.1%	8%	-3%	-0.6	36	-0.2%
18	CCCN(CCC)c1ccc(C(O)c2nnc(-c3ccccc3)o2)cc1 (stereo not drawn)	-6%	-3.1%	-1%	-1%	0.7%	4%	-12%	13	41	-0.4%
19	O=C(COC(=O)CCCN1C(=O)c2cccc3cccc(c23)C1=O)Nc1ccc(Cl)cc1	4%	0.1%	1%	29%	0.2%	12%	6%	-0.7	103	0.1%
20	CC(=O)C1=C(C)NC(SCC(=O)Nc2nc3ccccc3s2)=C(C#N)C1c1ccc(Cl)cc1 (stereo not drawn)	10%	3.8%	-2%	-22%	-2.0%[50 µM]	7%	13%	2.8	49	-0.3%
21	COc1ccc(CC(=O)NCc2nn(-c3ccccc3)nc2C)cc1OC	8%	-2.5%	-13%	14%	-1.2%	-5%	4%	0.7	46	0.2%
22	COc1ccc(Nc2nc3ccccc3n3cnnc23)cc1Cl	-4%	-0.5%	-6%	10%	-0.4%	12%	0%	4.3	111	-0.1%
23	CCN(CC)S(=O)(=O)c1ccc(OC)c(NC(=O)C(Cc2ccccc2)N2C(=O)c3ccccc3C2=O)c1 (stereo not drawn)	0%	-6.2%	-11%	8%	/	/	6%	2.5	55	-0.3%
24	COc1ccc(CCNC(=O)C(=O)NCC2OCCN2S(=O)(=O)c2ccc(Cl)cc2)cc1 (stereo not drawn)	2%	-5.1%	-18%	-10%[20 µM]	0.6%	4%	2%	-0.3	64	0.0%
25	CC(OC(=O)CC1CC2CCC1C2)C(=O)Nc1ccc(N2CCOCC2)cc1 (stereo not drawn)	2%	1.0%	-12%	-7%	-0.6%	3%	0%	-0.7	40	0.5%
26	COc1ccccc1N1C(=NC(=O)C(C)Oc2ccccc2)SC2CS(=O)(=O)CC21 (stereo not drawn)	2%	0.6%	-77%	-20%	0.3%	-5%	8%	3.1	39	0.6%
27	NC(=O)C(c1ccccn1)c1ncc(C(F)(F)F)cc1Cl (stereo not drawn)	11%	-1.8%	-31%	14%[20 µM]	-1.1%	1%	-22%	-0.7	49	-0.1%
28	Cc1ccc(Nc2c([N+](=O)[O-])ccc3nonc23)cc1C	1%	-0.1%	4%	18%	-0.8%[50 µM]	9%	-2%	4.3	83	0.0%
29	CC1CCCCC1NC(=O)c1nn(C)c(=O)c2ccccc12 (stereo not drawn)	-8%	-1.4%	-12%	1%	-0.3%	4%	4%	0.2	61	-0.2%
30	Cc1cc(/C=C2\SC(=S)N(Cc3ccco3)C2=O)c(C)n1-c1ccccc1	8%	-5.9%	27%	6%	3.0%	11%	1%	-2.0	41	1.0%
31	CCOc1ccccc1NC(=O)Cn1cnc2c(cnn2-c2ccc(C)c(C)c2)c1=O	7%	-0.9%	4%	8%	-0.1%	9%	0%	3.7	57	-0.2%
32	COC(=O)c1ccccc1NC(=O)c1cccc(NC(=O)c2ccc(Br)o2)c1C	1%	-3.2%	5%	-20%	1.0%[50 µM]	3%	3%	1.3	60	-0.1%
33	COc1cccc(OCc2cc(C(=O)N3CCC(C(O)C(C)C)CC3)no2)c1 (stereo not drawn)	-29%	11%	21%	-26%	0.2%	0%	-2%	-0.8	51	-0.1%
34	C=CCn1c(SCC(=O)c2ccc(OC)cc2)nnc1C(C)NC(=O)c1cccs1 (stereo not drawn)	-3%	-1.1%	-18%	18%	0.0%	0%	2%	-0.2	49	0.2%
35	COC(=O)c1c(NC(=S)Nc2ccc(CC(=O)O)cc2)sc(C)c1C	-2%	-2.7%	-13%	11%	-2.9%	24%	-11%	-0.1	67	-0.3%
36	COc1ccc(OC)c(CCNC(=O)Cn2cccc2C(=O)c2ccccc2)c1	0%	-3.1%	2%	0%	0.2%	1%	3%	-0.1	50	-0.3%
37	O=C(c1ccc(N2CCCS2(=O)=O)cc1)N1CCN(c2ccc(F)cc2)CC1	-10%	-6.1%	-15%	-2%	0.4%	6%	-12%	0.4	46	-0.1%
38	CCOc1ccc(NC(=S)NC(=O)c2cccnc2)c([N+](=O)[O-])c1	4%	-8.6%	-24%	-5%	1.2%	8%	0%	-0.4	54	0.4%
39	Fc1ccc(COc2cccc(CNCc3ccncc3)c2)cc1	-4%	-1.3%	36%	-14%[20 µM]	-0.1%	-7%	1%	0.5	65	-0.1%
40	COc1ccc(CN2CCOC2=O)cc1OC	6%	-0.4%	-6%	30%	0.0%	1%	-2%	1.9	67	0.4%
41	CCC1CCC2(CC1)NC(CO)(CO)CO2 (stereo not drawn)	-1%	-4.5%	0%	-1%	0.0%	4%	-6%	2.5	43	-0.2%
42	Cc1ccc(NC(=O)CCC(=O)NNC(=O)C(C)(C)C)c(C)c1	-4%	-4.0%	21%	-2%	0.3%	10%	-2%	0.3	67	0.2%
43	O=C(OCc1nc2ccc(Cl)cc2n1CCO)c1ccccc1	5%	3.5%	-16%	6%	-1.6%	-4%	-1%	-0.5	34	0.1%
44	COc1cccc(NC(=O)/C=C/c2ccco2)c1	9%	-2.5%	-74%	9%	-0.2%	10%	-1%	2.3	57	-0.4%
45	COc1ccc(N(CC(=O)NC2CCCCC2)C(=O)c2ccc(C)s2)c(OC)c1	-10%	-2.6%	2%	-26%	0.0%	1%	11%	0.8	46	-0.1%
46	COc1ccccc1N1CCN(C(=O)c2cc3c(-c4ccc(Cl)cc4)nn(C)c3s2)CC1	-2%	5.6%	-14%	-45%	-0.3%	-4%	0%	5.6	66	-0.1%
47	CC1(C(=O)Nc2ccccc2)Cc2ccccc2C(=O)O1 (stereo not drawn)	9%	-11%	-6%	-26%[20 µM]	0.8%	4%	14%	2.5	33	1.0%
48	CCOC(=O)c1cc2c(=O)n3ccccc3nc2n(C(C)C)c1=NC(=O)c1ccco1	-3%	-0.1%	-29%	-5%	0.2%	13%	1%	10	67	-0.6%
49	N#Cc1ccc(CO/N=C/c2ccccc2)cc1	-10%	6.6%	-25%	-14%	0.5%	5%	-5%	1.9	41	0.1%
50	CNc1ccc([N+](=O)[O-])cc1C(=O)O	7%	6.3%	-9%	23%	-1.0%[50 µM]	10%	-9%	3.3	58	-0.1%

Screening results (PubChem)
